Compound activity from PubChem BioAssay.
M1 ag = agonists of human M1 muscarinic receptor | 0.33% of 360,000 active | AID 588814 | P11229 | activation, % at 3 µM | CHO-K1 hM1, Fluo-8 calcium fluorescence, agonist mode; 0% DMSO, 100% acetylcholine EC100;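 active = activation above the run's mean compound activation plus 3 SD, cut at about 16% in these data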;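 also: peak over basal fluorescence ratio within a 140 s kinetic read after compound addition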
Target sequence (P11229 whole entry, looked up): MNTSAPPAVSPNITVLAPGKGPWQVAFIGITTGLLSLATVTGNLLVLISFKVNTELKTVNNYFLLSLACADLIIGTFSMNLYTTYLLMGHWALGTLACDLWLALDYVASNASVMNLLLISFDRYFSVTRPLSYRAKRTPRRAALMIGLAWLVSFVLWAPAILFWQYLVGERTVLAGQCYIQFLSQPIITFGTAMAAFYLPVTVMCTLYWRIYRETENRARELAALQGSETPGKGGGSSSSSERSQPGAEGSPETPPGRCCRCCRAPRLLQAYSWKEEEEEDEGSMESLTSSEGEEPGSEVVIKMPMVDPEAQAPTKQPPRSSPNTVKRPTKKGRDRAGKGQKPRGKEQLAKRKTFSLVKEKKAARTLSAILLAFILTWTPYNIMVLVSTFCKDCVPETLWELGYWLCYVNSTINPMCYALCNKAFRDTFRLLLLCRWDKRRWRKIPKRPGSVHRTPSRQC
V1R ag counter = activates human V1a receptor in oxytocin agonist counter-screen | P37288 | CHO-V1R cells, Fluo-8 calcium fluorescence, agonist mode; 0% DMSO, 100% 3 nM vasopressin | activation, % at 3 µM | 0.25% of 320,000 active | AID 2797;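 active = activation above the mean activation of all tested compounds plus 3 SD, per screening run, cut at about 20% in these data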;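 also: signal is peak over basal fluorescence ratio across a 100 second FLIPR read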
CHRM1 antagonist = antagonists of human M1 muscarinic receptor | P11229 | CHO-K1 hM1, Fluo-8 calcium fluorescence, ACh EC80 antagonist | inhibition, % at 3 µM | 1.3% of 360,000 active | AID 588852;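 active = percent inhibition above its own plate's cutoff, namely the mean of that plate's compound wells plus 3 SD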;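 also: peak over basal fluorescence ratio during 140 s after agonist addition; 0% = ACh EC80 plus DMSO and 100% = DMSO alone without agonist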
M1 PAM = human CHRM1 positive allosteric modulation; P11229; CHO-K1 hM1, Fluo-8 calcium fluorescence, ACh EC20; 0% = ACh EC20, 100% = maximal ACh; activation, % at 3 µM; 0.088% of 360,000 active; AID 588819; in the data active = activation above about 19%, passing the limit was not always enough
TAAR1 antag = human TAAR1 antagonism. Q96RJ0. CHO RD-HGA16 TAAR1, Fluo-8 calcium fluorescence, antagonist. inhibition, % at 3 µM. 1.5% of 360,000 active;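 active = inhibition above a per-plate cutoff, the mean inhibition of test compounds on that plate plus 3 SD, cut at about 49% in these data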;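 also: 0% = DMSO plus EC80 beta-PEA response and 100% = DMSO alone without agonist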
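Material: CHO RD-HGA16 cells bearing hTAAR1; compound dosing: one-point dosing, 3 µM nominal final; schedule: dye loading 75 min at 37 °C, then 30 min room temperature; measured by: calcium fluorescence with Fluo-8; control set: vehicle and agonist controls; replication: n of 1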
OXTR agonist = human OXTR agonism | P30559 | CHO-OTR cells, Fluo-8 calcium fluorescence; normalized: DMSO 0%, oxytocin 100% | AID 2435 | activation, % at 3 µM | 0.32% of 320,000 active;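 active = activation above the mean of all tested compounds plus 3 SD, cutoff set per screening run, cut at about 20% in these data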;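 also: peak over basal fluorescence ratio from a 100 s FLIPR kinetic read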
Target sequence (P30559 whole entry, looked up): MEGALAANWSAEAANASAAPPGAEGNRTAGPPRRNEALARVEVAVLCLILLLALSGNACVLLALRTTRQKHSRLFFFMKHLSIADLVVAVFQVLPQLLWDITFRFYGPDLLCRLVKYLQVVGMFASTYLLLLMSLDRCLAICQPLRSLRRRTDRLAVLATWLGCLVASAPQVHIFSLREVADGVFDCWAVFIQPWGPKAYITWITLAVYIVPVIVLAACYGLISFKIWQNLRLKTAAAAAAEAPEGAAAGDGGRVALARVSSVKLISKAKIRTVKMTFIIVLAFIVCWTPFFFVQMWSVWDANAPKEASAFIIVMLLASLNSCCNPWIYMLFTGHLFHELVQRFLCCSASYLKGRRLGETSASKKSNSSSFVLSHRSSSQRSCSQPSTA
OXTR potentiator = potentiates the human oxytocin receptor response | AID 2445 | 0.061% of 320,000 active | CHO-OTR cells, Fluo-8 calcium fluorescence, potentiator mode; 0% = oxytocin EC15, 100% = EC100 | activation, % at 3 µM | P30559;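 active = activation above that plate's cutoff, the mean activation of tested compounds plus 3 SD, cut at about 6.6% in these data, passing the limit was not always enough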;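 also: 100% uses oxytocin at 75 nM as the full agonist control; some results filed as inactive read as strong as hits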
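Dosing: Single dose, 3.0 µM nominal final compound concentration | Material: Human OTR in CHO cells | Technique: Kinetic Fluo-8 calcium fluorescence | Benchmarks: EC15 oxytocin alone as 0%, 75 nM oxytocin as 100% | Probe or stimulus: Oxytocin at about EC15, sub-maximal agonist stimulus | Incubation: Compound 6 min at room temperature before oxytocin, 100 s read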
CHO parental Ca = counter-screen for OX1R antagonists: effect in parental CHO cells; parental CHO-K1, ATP-induced calcium, Fluo-8 fluorescence; inhibition, % at 5.6 µM; 0.63% of 330,000 active;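 active = inhibition above that plate's mean sample inhibition plus 3 SD, cut at about 26% in these data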;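 also: 0% = ATP-challenged DMSO wells and 100% = DMSO wells without ATP; some compounds past the cut are filed as inactive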
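Material – parental CHO cells · Reagent – ATP stimulus · Compound – single nominal dose of 5.6 µM per compound · Detection – Fluo-8 fluorescence · Read-out basis – percent inhibition of calcium signal · Controls – ATP-challenged DMSO wells low, unchallenged DMSO wells high · Repeats – no replicates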
TAAR1 agonist = agonists of human TAAR1. 0.99% of 360,000 active. Q96RJ0. CHO RD-HGA16 TAAR1, Fluo-8 calcium fluorescence; vehicle wells 0%, saturating PEA agonist 100%. activation, % at 3 µM;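 active = activation above the mean activation of all test compounds in the run plus 3 SD, cut at about 38% in these data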
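Repeats: no replicates (n 1) | Material: CHO-derived RD-HGA16 cells with stable Gα16 and human TAAR1 | Technique: Kinetic Fluo-8 calcium fluorescence | Schedule: 17-24 h seeding, 75 min 37 °C dye, 30 min RT | Evaluation: % activation from peak over basal fluorescence ratio, DMSO-to-PEA scaled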
An asterisk follows results filed as active; x = not tested or not shown.

Each structure is followed by: M1 ag, V1R ag counter, CHRM1 antagonist, M1 PAM, TAAR1 antag, OXTR agonist, OXTR potentiator, CHO parental Ca, TAAR1 agonist
O=S(=O)(Nc1nnc(-c2ccccc2)s1)c1ccc(Cl)cc1
→ -3, 4.3, -7, 2, -1, 0.7, -17, -1, 0
C[C@@H]1CN([C@H](C)CO)C(=O)CCCn2cc(nn2)CO[C@H]1CN(C)S(=O)(=O)c1ccc2ccccc2c1
→ -8, x, -10, 5, 6, x, x, x, 0
O=C(O)c1cccc(N=C2NC(=O)C(CO)(CO)S2)c1
→ -3, 0.2, -6, 13, -7, 2.3, -1, 2, 0
COc1cccc(NC(=O)NCc2cccn2C)c1
→ -3, 0.0, -6, 5, -11, -0.2, -2, -23, -1
Fc1ccc(NC2=NCCCCC2)cc1
→ -5, 0.3, -9, 14, -7, 0.3, -3, 5, 1
Cc1cc(SCc2ccc(Br)cc2)nc(=O)[nH]1
→ -5, 1.3, 3, 1, -29, 0.8, 1, -16, 4
Cc1cccc(C)c1NC(=O)CN(C)C(=O)CSCc1c(C)noc1C
→ -1, -1.0, 1, 6, -11, 0.6, -4, 6, 0
COc1ccc2nc(N/C(N)=N/C(=S)Nc3cccc(C)c3)nc(C)c2c1
→ -2, 0.2, 19, -2, 23, -0.8, -11, -27, -2
COc1ccccc1NC(=O)COc1ccc(CO)cc1Cl
→ -3, 0.8, -13, -3, 9, -0.8, -8, -20, 5
COc1cc(-c2c(NC(=O)c3ccco3)oc3c(C)cccc3c2=O)cc(OC)c1OC
→ 1, 5.3, 3, -5, 10, 1.9, -5, -31, 5
c1ccc(-c2nc(N3CCCC3)nc3ccccc23)cc1
→ -11, -1.4, 1, 9, -2, -1.7, -9, -31, 17
CC1CC(C)CN(C(=O)c2ccc3ccccc3c2)C1 (configuration not stated)
→ -6, -1.6, -1, 2, -29, -1.2, -11, -31, 0
C=CCNC(=O)c1ccc(C2SCC(=O)N2Cc2ccco2)cc1 (configuration not stated)
→ -7, 1.6, 17, -9, -18, -0.1, 1, -8, 1
CCOP(=O)(/C(C#N)=C(\C)O)c1ccccc1 (configuration not stated)
→ -6, 0.3, -6, 14, -5, 0.7, -2, 6, 7
COc1ccccc1CN(CC(=O)NCc1ccco1)C(=O)CNS(=O)(=O)c1ccccc1
→ -5, -0.2, -43, 6, -1, -0.4, -15, -13, 7
O=C(CCn1ccc([N+](=O)[O-])n1)NC1CCCCCC1
→ -6, 0.5, -2, 10, 2, -1.8, -3, -12, 1
CCOc1ccccc1N1CCN(C(=O)c2ccc3c(c2)OCO3)CC1
→ -3, 0.2, 5, 0, -12, -0.4, 4, -15, 1
O=C(CSCc1c(Cl)cccc1Cl)NCC1CCCO1 (configuration not stated)
→ -3, 0.4, -7, 9, -7, -0.4, -17, -21, -1
COc1ccc(C(C(=O)NC2CCCC2)N(CCO)C(=O)Cn2nnc(-c3ccc(C)o3)n2)cc1OC (configuration not stated)
→ -2, 0.7, -2, 14, -20, 0.0, -5, -17, 3
O=C(O)c1ccc(NCc2nc3ccccc3n2Cc2ccccc2)cc1
→ 1, 3.5, -12, 12, -7, 3.0, -2, -7, 2
CC(=O)Nc1ccc(NC(=O)CN(C)CCC#N)cc1
→ -2, 0.2, 0, 3, -11, 0.5, -8, -1, 2
Cc1ccc(NC(=O)CN(C)C(=O)C(c2ccccc2)c2ccccc2)cc1
→ -5, 0.5, -1, 4, 6, -1.0, -9, -19, 0
O=C(Cc1ccsc1)N1CCc2c([nH]c3ccccc23)C1c1ccccn1 (configuration not stated)
→ -11, -0.1, -3, 2, -4, 0.3, -1, -18, 4
c1ccc(C2=NNC(=NCc3ccc4c(c3)OCO4)SC2)cc1
→ -10, 2.4, 6, -6, -11, -1.1, -5, -10, -1
Nc1ncnc2c1ncn2[C@@H]1O[C@H](CNCc2ccccc2)[C@@H](O)[C@H]1O
→ -5, 1.2, -4, 1, x, 0.8, -4, -1, x
CC1c2ccsc2CCN1C(=O)NC(=O)c1ccc(Cl)cc1 (configuration not stated)
→ -5, 0.8, -17, 5, -26, -1.4, 2, -7, -1
O=C(Nc1ccccc1Cl)c1cc(=O)c2ccccc2o1
→ 4, -1.0, -6, 4, -2, -2.2, -5, -13, 4
C[C@@H](C(=O)O)[C@H]1C[C@]1(C)[C@H](NC(=O)OCc1ccccc1)c1ccccc1
→ -1, -0.2, -12, 7, 75*, -0.2, -9, -8, -1
CCCCN(C)Cc1c(C)[nH]c2c(Cl)cccc2c1=O
→ -11, -0.1, 0, 1, -14, -0.4, 4, -7, 0
Cc1ccc(C2C(C#N)=C(N)Oc3cc4c(cc32)OCO4)cc1 (configuration not stated)
→ -3, -0.2, -10, 9, -18, -0.2, 0, -8, 1

(continued)
Each structure is followed by: M1 ag, V1R ag counter, CHRM1 antagonist, M1 PAM, TAAR1 antag, OXTR agonist, OXTR potentiator, CHO parental Ca, TAAR1 agonist
COc1ccc(/C=N/n2cnc3c(sc(=S)n3-c3ccccc3)c2=O)cc1
→ -1, 0.6, 0, 7, -15, 0.8, -3, -7, 4
COc1ccc(S[C@@H](CCN2CC[C@H](NC(=O)OCc3ccccc3)CCC2=O)c2ccccc2)cc1
→ -6, 5.0, 2, 0, 33, 1.8, -8, 1, 6
CC(=O)c1ccc(OCC(=O)Nc2ccccc2N2CCCC2)cc1
→ -3, 1.9, 0, 3, -30, -1.3, -8, -13, -2
COc1ccc(CCNC(=O)c2cc(-c3ccco3)nc3ccccc23)cc1
→ x, -0.9, x, x, -22, -0.4, -12, -16, 1
Cc1ccc2nc(NCCCN3CCOCC3)c(C=NCCCN3CCOCC3)c(=O)n2c1
→ -5, x, 0, 5, 16, x, x, x, 2
COc1ccc(-c2nnc(N(C)C(=O)c3cccnc3)s2)cc1
→ -2, 3.1, 1, 3, -9, 2.5, -2, -3, 5
Cc1ccc(S(=O)(=O)N(C)CC(=O)O/N=C(\N)c2ccccn2)cc1
→ -3, 4.2, 12, 1, 2, 2.8, -5, -4, 17
COc1ccc(CN(C)C(=O)c2ccccc2Sc2ccccc2C#N)c(OC)c1
→ -1, 0.9, -10, 12, -1, -0.5, -10, -18, -1
CCOC(=O)N1CCN(C(=O)c2ccc3c(=O)n(Cc4ccc(OC)cc4)c(=S)[nH]c3c2)CC1
→ -6, 0.1, -1, -8, 20, -2.3, -4, -33, 13
C=C(C)CSc1nnc(-c2ccccc2)n1N
→ -3, 0.1, 13, -8, -6, -0.5, -3, -1, 0
CCC(=O)NC(Cc1ccccc1)c1nc2ccccc2[nH]1 (configuration not stated)
→ -2, x, 3, 2, 0, x, x, x, 5
Cc1cc(C)cc(NC(=O)[C@@H](NC(=O)c2ccco2)C(C)C)c1
→ -1, -1.5, -5, 3, -1, -0.9, -1, -9, -5
COc1ccc(N(C(=O)CNC(=O)c2ccco2)C(C(=O)NC2CCCC2)c2cccnc2)cc1 (configuration not stated)
→ -1, 0.2, -4, 5, -22, 0.5, -9, -23, 4
COC(=O)CCCC1=CC2=CC(=O)C(C)(OC(=O)c3cccs3)C(=O)C2=CN1Cc1ccccc1 (configuration not stated)
→ -7, -0.6, -7, 2, 2, -0.3, -4, -20, 6
OC(c1ccc(Cl)cc1)c1nnc(-c2ccccc2)o1 (configuration not stated)
→ -2, 3.6, -9, 3, 0, 4.2, -9, -14, 10
CCOCC(=O)Nc1nc(C)cc(C)n1
→ -8, -0.1, -9, 16, 13, 0.1, -2, -4, 7
CC1CCCN(S(=O)(=O)c2ccc(NC(=O)CCN3C(=O)c4ccccc4C3=O)cc2)C1 (configuration not stated)
→ 0, 2.8, -21, 0, 15, 2.0, -17, 9, 25
O=C(Nc1cccc(OC(=O)c2ccco2)c1)c1ccco1
→ -4, -0.4, 3, 3, 9, 0.1, -16, -8, 2
N#C/C(=C\c1ccc(C#N)cc1)C(=O)c1ccccc1
→ 1, x, -19, 13, -15, x, x, x, 7
Cc1cccc(OCC(=O)O/N=C(\N)c2ccc(Br)cc2)c1
→ -3, 1.1, 15, -7, -5, -0.1, -10, -15, 1
CC(C)(C)c1cc(=O)n2[nH]c(N)nc2n1
→ -3, 0.6, -5, 9, 2, 0.3, -3, -3, 2
CCC(=O)N1CCN=C1SCc1cccc(F)c1
→ -3, 0.7, 0, 1, -9, -0.4, -7, -7, 0
COc1ccc(CCNC(=O)C2CCCN(S(C)(=O)=O)C2)cc1OC (configuration not stated)
→ 4, 1.1, -20, 19, -12, -0.3, 0, -2, 2
CCn1cc(Cl)c(C(=O)NNC(=O)CCn2nc(C)c([N+](=O)[O-])c2C)n1
→ -4, 0.1, -5, 8, -20, 0.4, -2, -12, 6
Cc1ccc(-c2nc3c(c(=O)[nH]c(=O)n3Cc3ccccc3)n2C)s1
→ x, 0.4, x, x, x, 0.5, -1, -4, x
O=C1NCCN1CCNS(=O)(=O)c1cc(C(F)(F)F)cc(C(F)(F)F)c1
→ 0, 0.5, -5, 11, -25, 0.3, -6, -1, 2
COc1ccc(Cn2c(CCC(=O)Nc3ccc(CC#N)cc3)nc3cccnc32)cc1
→ -7, -1.1, -9, 10, -7, -0.2, 0, -17, 7
Cn1c(NC(=O)CC(C)(C)C)cc(=O)n(C)c1=O
→ -2, 0.4, -6, 7, 5, 0.5, -4, -10, 2
Cc1cc(Br)cc2c1N(C)C(=O)C2(c1ccc(O)cc1)c1ccc(O)cc1
→ 6, 1.4, -16, 13, -6, 2.1, -2, 4, 3
O=C(NCCc1ccccc1)c1nnc(CS(=O)(=O)c2ccccc2)o1
→ -3, 0.4, 5, -3, -27, 0.4, -7, 16, 4

(continued)
Each structure is followed by: M1 ag, V1R ag counter, CHRM1 antagonist, M1 PAM, TAAR1 antag, OXTR agonist, OXTR potentiator, CHO parental Ca, TAAR1 agonist
COCc1ccc2oc(C(=O)O)cc2c1
→ -2, 0.8, -22, 7, 5, 0.2, -11, 0, 4
Fc1ccc(Nc2nc(Oc3ccccc3F)nc(N3CCCC3)n2)cc1
→ -5, -0.7, 0, -3, -2, -0.2, -6, -23, 1
CCN(CC(=O)NCc1cccs1)C(=O)/C=C/c1ccc(C)cc1
→ -3, 0.1, -2, 5, -29, -1.5, 3, -27, 7
CC1CC(=O)NN=C1c1cccs1 (configuration not stated)
→ -4, 0.0, -12, 8, 1, -0.4, -2, -7, 4
